PHOSPHO1 block: inhibitors of human PHOSPHO1 phosphatase; recombinant PHOSPHO1, absorbance phosphatase assay; inhibition, % at 13.3 µM; 1.1% of 290,000 active; AID 1565; in the data active = inhibition above about 60%
Target sequence (Q8TCT1 whole entry, looked up): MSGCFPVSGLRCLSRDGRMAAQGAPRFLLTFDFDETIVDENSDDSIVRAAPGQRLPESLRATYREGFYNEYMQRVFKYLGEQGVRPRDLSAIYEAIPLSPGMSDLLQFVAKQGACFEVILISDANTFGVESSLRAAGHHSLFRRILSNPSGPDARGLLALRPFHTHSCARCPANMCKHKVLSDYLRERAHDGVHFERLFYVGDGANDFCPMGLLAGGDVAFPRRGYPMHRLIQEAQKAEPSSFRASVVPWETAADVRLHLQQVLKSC
PfM18AAP inh: PfM18AAP enzyme inhibition. recombinant PfM18AAP, H-Glu-NHMec fluorogenic cleavage. inhibition, % at 7.35 µM. 1.2% of 290,000 active. AID 1822;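 active = inhibition above the campaign mean inhibition over all tested compounds plus 3 SD, cut at about 28% in these data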;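 also: 0% = plate median of test compound wells and 100% = 2 mM ZnCl2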
VIM-2 inh: blocks Pseudomonas aeruginosa VIM-2 metallo-beta-lactamase; purified VIM-2, nitrocefin hydrolysis, epi-absorbance fluorescence; inhibition, % at 5.6 µM; 0.89% of 290,000 active;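 active = inhibition above the mean of all tested compounds plus 3 SD, cutoff set per screening run, cut at about 7.5% in these data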;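 also: red hydrolysis product quenches plate fluorescence so inhibitors raise well fluorescence; 0% = enzyme with DMSO and 100% = DMSO without enzyme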
IMP-1 inh: inhibitors of Pseudomonas aeruginosa IMP-1 metallo-beta-lactamase | purified IMP-1, nitrocefin hydrolysis, epi-absorbance fluorescence | 0.45% of 290,000 active | inhibition, % at 5.6 µM | AID 1556;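 active = inhibition above the mean plus 3 SD of all compounds in the same screening run, cut at about 4.5% in these data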;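 also: 0% = IMP-1 with DMSO and 100% = DMSO wells lacking enzyme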
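Assay system: purified recombinant IMP-1 beta-lactamase. Input: IMP-1 0.2 nM before substrate addition. Buffer or medium: Zinc- and detergent-supplemented HEPES buffer, pH 7.1. Schedule: 25 °C, 15 min preincubation, 25 min reaction. Signal: Epi-absorbance fluorescence, 480 nm excitation, 530 nm emission. Evaluation: percent inhibition from optical density relative to buffer-blank wells.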
NALP1 yeast inh: inhibitors of NALP1 inflammasome in yeast | S. cerevisiae NALP1/ASC/caspase-1 growth, X-gal OD620, 72 h | inhibition, % at 10 µM | 0.61% of 280,000 active | AID 2071; in the data active = inhibition mostly above about 24%, no sharp cut-off; inactive = mostly below about 32%; also: some compounds called inactive have numbers as strong as hits
pCIP destab: compounds decreasing mouse p/CIP protein stability; Q05BA5; F442A p/CIP-EGFP cells, EGFP fluorescence, 16 h; decrease of EGFP signal, % at 10 µM; 0.01% of 290,000 active;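 active = EGFP signal decrease of at least 30% at 10 µM or well 3 SD below plate mean, unless failing retest; inactive = the rest, including hits failing retest or dose response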; also: some compounds called inactive have numbers as strong as hits; many of its hits are not listed in these tables
IDE inh: cellular human IDE inhibition; P14735; HEK cells, FAbetaB cleavage, fluorescence polarization; inhibition, % at 5.59 µM; 0.41% of 320,000 active;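 active = percent inhibition above the average of all tested compounds plus 3 SD, set per screening campaign, cut at about 16% in these data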;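 also: IDE supplied by intact live HEK cells; FP after avidin binding of uncleaved biotin substrate so inhibition keeps polarization high; 0% = DMSO wells and 100% = 60 µM reference IDE inhibitor Ii1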
GPR7 antagonist: antagonists of human GPR7 (neuropeptides B/W receptor 1). P48145. GPR7-expressing cells, fluorescence antagonist assay. inhibition, % at 4.4 µM. 1.1% of 290,000 active. AID 1861; in the data active = inhibition above about 16%, passing the limit was not always enough;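 also: cells stimulated with the agonist NPW; 0% = agonist with vehicle and 100% = vehicle without agonist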
Target sequence (P48145 whole entry, looked up): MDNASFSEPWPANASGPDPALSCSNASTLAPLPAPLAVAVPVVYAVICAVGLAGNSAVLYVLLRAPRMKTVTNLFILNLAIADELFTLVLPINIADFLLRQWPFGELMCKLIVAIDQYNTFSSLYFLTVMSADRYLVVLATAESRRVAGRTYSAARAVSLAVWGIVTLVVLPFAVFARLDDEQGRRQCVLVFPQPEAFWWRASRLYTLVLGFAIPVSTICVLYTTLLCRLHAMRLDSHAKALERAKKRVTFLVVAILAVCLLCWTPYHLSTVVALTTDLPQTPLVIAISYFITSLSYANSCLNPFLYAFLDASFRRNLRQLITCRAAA
IDE cell activ: boosts human insulin-degrading enzyme activity in HEK cells; 0.073% of 340,000 active; AID 493087; activation, % at 5.96 µM; FAbeta-B cleavage, fluorescence polarization; 0% vehicle, 100% cell-free pure enzyme wells;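 active = activation above the mean of all tested compounds plus 3 SD, set per screening campaign, cut at about 17% in these data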
The depositor's hits bear a star; · = not tested or not shown.

SMILES	PHOSPHO1 block	PfM18AAP inh	VIM-2 inh	IMP-1 inh	NALP1 yeast inh	pCIP destab	IDE inh	GPR7 antagonist	IDE cell activ
Cc1ccc2c(c1)C(c1ccc(F)cc1)N(C(=O)c1cc3ccccc3oc1=O)CC(=O)N2 (stereo not drawn)	-16	-9	-1.2	-2.0	12	-12	1	2	3
CSc1ccc(/C=C/C(=O)NC(=O)c2ccccc2O)cc1	41	7	-3.5	-2.6	9	0	3	-9	8
CCc1ccc(NC(=O)/C(C#N)=C/c2ccncc2)cc1	-36	9	-5.7	-2.1	-8	-6	1	-2	1
Cc1nc2oc3c(NCc4ccccc4)ncnc3c2c2c1COC(C)(C)C2	-25	7	0.7	-0.2	26	-9	0	-7	5
COc1ccc(N(CC(=O)NCCSc2ccccc2)S(=O)(=O)c2ccccc2)cc1OC	28	4	-2.1	-2.1	28	-11	2	-8	5
NC(=O)c1ccc(Oc2ncc(C(F)(F)F)cc2Cl)cc1	-8	-11	0.1	-2.0	23	5	-5	-6	4
COc1ccc(-n2c(C)ccc2-c2ccccc2)cn1	19	8	-2.3	-1.6	3	-35	2	-5	5
O=C(CSC(=S)N1CCN(c2ccccc2)CC1)Nc1nc(-c2ccccc2)c(-c2ccccc2)o1	-15	0	1.2	-5.0	27	3	-3	-2	0
COCc1cc(=O)[nH]c(-c2csc(C)n2)n1	16	-11	-2.4	-1.9	-4	8	-2	-17	3
Cc1ccc(N(C(=O)c2csnn2)C(C(=O)NC2CCCC2)c2ccncc2)c(C)c1 (stereo not drawn)	46	2	0.7	1.3	21	-19	-2	41*	-1
COc1ccc(NC(=O)/C(C#N)=C/c2cccnc2)c(OC)c1	-50	8	-2.8	-1.7	-12	1	·	-11	6
COc1cccc2cc(-c3cc(=O)oc4ccc(O)cc34)oc12	23	13	1.5	1.6	30	-1	1	-10	5
Cc1cc(C)nc(Nc2n[nH]c(-c3ccccc3N)n2)n1	8	-3	-1.8	-3.0	·	-5	7	-13	5
Cc1ccnc(NC(=O)C2CCCN(S(=O)(=O)c3cnc[nH]3)C2)c1 (stereo not drawn)	-1	-2	-2.9	0.7	19	-13	-1	-5	1
CC(NC(=O)COC(=O)CCc1ccc(S(=O)(=O)N2CCOCC2)cc1)C1CC2CCC1C2 (stereo not drawn)	-1	1	1.4	-1.1	·	-13	1	2	-1
Cc1cc(Nc2ccc(F)cc2Cl)n2nc(C)nc2n1	11	5	2.7	-4.4	1	-7	4	-11	6
Cc1cc(C)n(-c2ccc(C(=O)OCC(=O)Nc3ccc(S(=O)(=O)N4CCOCC4)cc3)cc2)n1	20	5	0.2	0.0	11	2	3	4	-5
CN(C(N)=S)c1ccccc1	14	7	-3.4	-2.4	-10	5	4	-4	8
COc1ccc(C(C(=O)NC(C)(C)C)N(C(=O)CCC(=O)Nc2cc(C)on2)c2cccc(F)c2)cc1 (stereo not drawn)	-7	1	-2.6	-2.0	-4	16	0	-3	0
CN(C(=S)Oc1ccc(C(=O)Nc2ccccc2)cc1)c1ccccc1	8	1	-0.8	-1.7	28	-4	8	-7	1
CC(=O)Oc1ccc(C(=O)NCCc2ccccc2)cc1	1	-5	-2.2	-4.0	2	-4	-2	-1	3
COc1cc(C(=O)NC(=S)Nc2ccc3oc(=O)ccc3c2)cc(OC)c1OC	31	-5	-1.5	-1.2	14	-10	-2	2	-7
O=C(NNC(=S)NC(=O)c1ccccc1)c1ccc([N+](=O)[O-])cc1	-76	-8	-3.9	-7.5	17	-17	-5	4	-2
Cc1cc(C)n2nc(C(=O)Nc3cccc(S(=O)(=O)N4CCCC4)c3)nc2n1	38	-2	-0.1	-1.8	·	6	5	-15	3
O=C(N/N=C\c1cc2c(cc1Cl)OCO2)c1ccc(Br)s1	41	4	-2.2	-2.1	19	-21	-2	-19	4
C=C1CCN(CC(=O)OC)S(=O)(=O)c2ccccc21	22	·	·	·	-4	-1	4	·	-3
O=C(O)C1C2CCC(C2)C1C(=O)NCCc1ccccc1 (stereo not drawn)	·	-3	-0.7	-1.4	-27	-6	2	-3	-5
O=c1c2ccccc2c(-c2ccccc2)nn1-c1cc(Cl)cc(Cl)c1	6	-4	-0.8	-4.3	0	5	6	0	·
COC(=O)c1sccc1NC(=O)c1ccc2c(c1)OCO2	-31	-7	-2.4	-0.2	10	-2	-1	5	0
CCOC(=O)C(NC(=O)CC(C)C)(Nc1sc(C)c(CC)c1C#N)C(F)(F)F (stereo not drawn)	0	-2	-5.5	-1.7	27	-2	-2	-3	4
O=C(CN1C(=O)C(=O)c2ccccc21)NCCc1ccccc1	9	-7	-0.6	-2.5	-30	18	5	16	4
COc1ccc(F)c(-c2nc(CN3CCN(C(=O)c4ccco4)CC3)c(C)o2)c1	28	-1	-0.1	-2.1	10	-8	-4	-15	1
COc1ccc(C)cc1N(C(=O)CNC(=O)c1ccco1)C(C(=O)NCC1CCCO1)c1ccccc1 (stereo not drawn)	24	1	-3.8	-1.9	8	-8	1	17	4
O=C(C1CCN(S(=O)(=O)c2ccc(Br)s2)CC1)N1CCc2ccccc21	-5	4	-3.6	-3.4	-1	-1	2	3	4
CC1=C[C@H]2OC(=O)[C@@H](C)[C@H]2C[C@@H]2[C@H]1C[C@@H](O)[C@@]2(C)O	22	·	·	·	0	-10	1	·	1
O=C(CC12CC3CC(CC(C3)C1)C2)NC(Cc1ccccc1)C(=O)O (stereo not drawn)	25	5	-2.5	-2.9	-3	-2	-2	-5	5
Cc1ccc(-c2noc(CCCOc3ccc(Cl)cc3Cl)n2)cc1	14	-1	-1.5	-2.3	1	3	3	-6	9
CN(C(=O)CC1C(=O)NCCN1CC1CCCCC1)C1CCOCC1 (stereo not drawn)	27	-6	-0.1	-1.6	·	7	5	-1	7
CCCCCCn1c(N2CCC(C)CC2)nc2c1c(=O)[nH]c(=O)n2C	4	9	-2.5	-3.9	9	-3	-5	-16	2
CCOc1ccc(CNc2ccc3c(c2)ncn3C(C)(C)C)cc1	14	6	-0.9	-2.9	13	-8	0	1	5
O=C(c1ccc(Cl)cc1)N(c1ccccn1)C1CCCCC1	30	-2	-3.5	-2.0	6	-3	0	-15	5
COc1ccc(N2C(=O)CC(Sc3nc4ccccc4s3)C2=O)cc1OC (stereo not drawn)	8	-28	-6.2	-3.0	3	-4	1	0	-6
COC(=O)C1=C(C)NC2=C(C(=O)CC(C)(C)C2)C1c1ccccn1 (stereo not drawn)	-16	1	-3.4	-2.9	4	-5	3	2	0
C/C(=C\C(=O)c1c(O)cc(C)oc1=O)N(C)C	20	7	-3.9	-3.0	7	16	3	-4	·
CC(C)CCc1noc(CN2CCN(CC(=O)NC(C)C)CC2)n1	22	-7	-0.3	-2.1	·	-6	3	-11	5
CCOC(=O)N1CCN(CCC(=O)Nc2cc(OC)ccc2OC)CC1	19	-4	-2.7	-4.1	2	-14	-1	-7	0
Cc1ccccc1Cn1cnc2ccccc21	21	-5	-1.4	-2.5	-12	-11	2	-1	4
CC(=O)OCc1nc2ccccc2s1	36	4	-3.0	-2.0	-1	0	-4	-14	2
Cc1ccc(OC(=S)Nc2ccccc2)c(C)c1	-1	-9	0.7	-2.9	1	10	6	1	4
CC(NC(=O)COC(=O)c1ccco1)c1ccccc1 (stereo not drawn)	12	-12	-2.5	-1.9	-11	0	-6	-9	1
CN(C(=O)CSc1nnnn1-c1ccccc1)C1CCS(=O)(=O)C1 (stereo not drawn)	27	15	3.0	4.3	-10	-11	0	19*	4
Cc1cccc(C(=O)Nc2cccc(OC(=O)c3cccc(C)c3)c2)c1	-103	4	3.0	0.1	-14	-6	8	13	3
C=CCn1c(COc2ccc(Cl)cc2)nnc1SCC(=O)N/N=C/c1ccccc1	19	9	-3.8	-2.4	-5	-4	-4	-5	3
O=C(c1ccccc1)c1cccn1CC(=O)N1CCCCCC1	-2	-8	-0.8	-2.1	2	0	-3	1	-1
CC(C)C(=O)Nc1ccccc1C(=O)N/N=C/c1ccc([N+](=O)[O-])cc1	38	-1	-2.2	-2.5	5	10	1	8	7
CCCOc1ccc(N2C(=O)CC(N(CCCO)C(=O)CC)C2=O)cc1 (stereo not drawn)	8	-18	-0.5	-1.1	12	-9	5	2	4
CN(C)S(=O)(=O)N(CC(=O)Nc1ccc(F)c(F)c1)c1ccccc1	2	-6	-2.9	-2.6	15	7	-3	1	0
CCc1ccc(NC(=O)C2CCN(S(=O)(=O)c3ccc4c(c3)N(C(C)=O)CCO4)CC2)cc1	-11	7	0.5	0.5	19	-26	2	24	-1
COC(=O)C1CCN(C(=O)c2ccc3nccnc3c2)CC1	56	-2	-1.4	-2.5	-4	-5	·	-19	-7
Cc1ccc(CNC(=O)c2ccc(OCC3CCCO3)cc2)cc1 (stereo not drawn)	-1	-1	-3.2	-5.0	33	-5	2	0	-1

(continued)
SMILES	PHOSPHO1 block	PfM18AAP inh	VIM-2 inh	IMP-1 inh	NALP1 yeast inh	pCIP destab	IDE inh	GPR7 antagonist	IDE cell activ
Cc1ccc(S(=O)(=O)N2CCN(c3ccnc4cc(Cl)ccc34)CC2)cc1C	4	3	-0.6	-1.7	6	-5	-1	-15	-16
Cc1ccc(C2C3=C(Nc4[nH]n(-c5ccccc5)c(=O)c42)c2ccccc2C3=O)cc1 (stereo not drawn)	-12	4	-2.7	-5.0	9	6	7	-7	·
COc1cc(/C=C2/SC(=S)N(Cc3ccccc3)C2=O)ccc1OS(C)(=O)=O	34	1	-2.3	-1.8	-11	-7	-9	10	5
CC1=C(C(=O)NCCc2ccc(C)cc2)C2(CCC(C)CC2)OC1=O (stereo not drawn)	-16	2	0.2	-3.3	27	-2	-2	-14	2
Cc1csc(SCC(=O)NC(=O)NC2CCCC2)n1	32	4	-3.1	-4.7	35	1	0	-8	·
Cc1cc(C[n+]2cc(Br)ccc2N)c2ncccc2c1	30	-1	0.4	-1.7	·	-17	6	30*	7
COCCCNC(=O)CCN1C(=O)COc2ccccc21	36	-1	1.4	1.4	-12	-14	3	-1	2
N=c1sccn1CC(=O)NC(=O)NC1CCCC1	1	-4	-3.9	-2.6	20	-1	2	-12	4
CCOCCCNC(=O)c1c[nH]c2ccc(OCC)cc2c1=O	48	2	-1.1	-3.1	·	-6	-5	-9	5
CCSc1nc(N)c2c(C)c(C)sc2n1	8	3	-0.4	-5.0	-1	-4	3	-12	-1

Complete entries, quoted from the list. Screens in order: PHOSPHO1 block | PfM18AAP inh | VIM-2 inh | IMP-1 inh | NALP1 yeast inh | pCIP destab | IDE inh | GPR7 antagonist | IDE cell activ
COc1ccc(-n2c(C)ccc2-c2ccccc2)cn1 reads 19 | 8 | -2.3 | -1.6 | 3 | -35 | 2 | -5 | 5
O=C(N/N=C\c1cc2c(cc1Cl)OCO2)c1ccc(Br)s1 reads 41 | 4 | -2.2 | -2.1 | 19 | -21 | -2 | -19 | 4
CCOCCCNC(=O)c1c[nH]c2ccc(OCC)cc2c1=O reads 48 | 2 | -1.1 | -3.1 | · | -6 | -5 | -9 | 5
CN(C(=O)CSc1nnnn1-c1ccccc1)C1CCS(=O)(=O)C1 (stereo not drawn) reads 27 | 15 | 3.0 | 4.3 | -10 | -11 | 0 | 19* | 4
CC(=O)Oc1ccc(C(=O)NCCc2ccccc2)cc1 reads 1 | -5 | -2.2 | -4.0 | 2 | -4 | -2 | -1 | 3

From PubChem
